Compound activity deposited in PubChem BioAssay by Sanford-Burnham Center for Chemical Genomics.
697 NFkB inh – inhibitors of PMA/ionomycin-induced NF-kB reporter, 697 cells, primary screen, B-cell NF-kB inhibitor project, cell-based, luminescence, uHTS; 697 B-cell NF-kB luciferase reporter, 16 h; 330,000 tested, 0.33% active; inhibition, % at 4 µM; AID 435022, 2010; in the data active = inhibition above about 35%
Jurkat NFkB inh – inhibitors of induced NF-kB luciferase reporter, primary screen, TCR NF-kB activation inhibitor project, cell-based, luminescence, uHTS. 330,000 tested, 0.53% active. AID 435003, 2010. Jurkat, PMA/ionomycin-induced NF-kB luciferase reporter. inhibition, % at 4 µM
SENP8 block – SENP8 protease inhibitors, primary screen, biochemical, luminescence | purified SENP8, Z-RLRGG-aminoluciferin cleavage | inhibition, % at 10 µM | Sentrin-specific protease 8 (Homo sapiens), Q96LD8 | 330,000 tested, 1.2% active
EBI2 antag – EBI2 receptor antagonists, beta-arrestin recruitment, primary screen, cell-based, luminescence, 7a,25-OHC stimulation, uHTS; G-protein coupled receptor 183 (Homo sapiens), P32249; 7a,25-OHC stimulated; inhibition, % at 5 µM; 360,000 tested, 0.81% active; AID 651636, 2012; in the data active = inhibition above about 38%;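 also: enzyme fragment complementation signal reports receptor beta-arrestin coupling in cells; 0% = agonist plus DMSO wells and 100% = wells without agonist; some results beyond the cut were filed as inactive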
Apaf1 inhib – inhibitors of human Apaf-1 apoptosome, primary screen, biochemical, DEVD-Rh110 fluorescence, uHTS | reconstituted apoptosome caspase-3 activity | 330,000 tested, 0.71% active | inhibition, % at 20 µM | Apoptotic protease-activating factor 1 (Homo sapiens), O14727 | AID 489030, 2010; active = inhibition of at least 40% at 20 µM;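 also: plate controls were DMSO wells for no effect and DEVD-CHO caspase inhibitor wells for full effect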
Target sequence (O14727 whole entry, looked up): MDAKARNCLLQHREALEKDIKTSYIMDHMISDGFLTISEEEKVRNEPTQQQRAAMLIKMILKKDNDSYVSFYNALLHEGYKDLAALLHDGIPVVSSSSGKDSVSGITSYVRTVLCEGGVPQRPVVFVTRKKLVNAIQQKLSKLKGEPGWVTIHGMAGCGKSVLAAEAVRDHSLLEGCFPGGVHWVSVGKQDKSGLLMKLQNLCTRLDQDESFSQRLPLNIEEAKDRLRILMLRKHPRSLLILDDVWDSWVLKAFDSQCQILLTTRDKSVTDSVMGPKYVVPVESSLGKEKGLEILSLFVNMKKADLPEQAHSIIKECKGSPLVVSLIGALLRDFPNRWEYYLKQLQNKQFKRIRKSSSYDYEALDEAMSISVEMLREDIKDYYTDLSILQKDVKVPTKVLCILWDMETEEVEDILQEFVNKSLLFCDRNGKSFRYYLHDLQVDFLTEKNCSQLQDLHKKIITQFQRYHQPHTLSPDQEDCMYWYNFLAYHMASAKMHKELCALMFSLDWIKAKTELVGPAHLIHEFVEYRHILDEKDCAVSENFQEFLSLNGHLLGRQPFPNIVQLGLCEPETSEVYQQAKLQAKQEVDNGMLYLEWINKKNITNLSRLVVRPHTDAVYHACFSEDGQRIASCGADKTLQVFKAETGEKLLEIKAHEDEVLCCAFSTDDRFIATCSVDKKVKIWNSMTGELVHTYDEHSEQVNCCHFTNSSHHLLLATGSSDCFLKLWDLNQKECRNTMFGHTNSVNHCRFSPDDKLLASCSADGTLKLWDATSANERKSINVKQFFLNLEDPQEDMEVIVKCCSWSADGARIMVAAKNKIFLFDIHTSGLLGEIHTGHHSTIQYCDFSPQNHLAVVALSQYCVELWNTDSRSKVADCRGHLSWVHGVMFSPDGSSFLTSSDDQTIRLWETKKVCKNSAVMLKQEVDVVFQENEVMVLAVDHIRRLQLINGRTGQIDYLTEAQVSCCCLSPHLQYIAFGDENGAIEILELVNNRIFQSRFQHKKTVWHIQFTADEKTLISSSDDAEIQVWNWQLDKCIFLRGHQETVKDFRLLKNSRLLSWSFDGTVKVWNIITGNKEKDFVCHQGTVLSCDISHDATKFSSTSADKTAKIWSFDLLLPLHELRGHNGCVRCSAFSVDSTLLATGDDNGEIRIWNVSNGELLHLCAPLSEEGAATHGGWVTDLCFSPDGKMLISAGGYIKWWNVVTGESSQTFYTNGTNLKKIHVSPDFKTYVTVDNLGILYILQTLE
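Material: biochemical Apaf-1 apoptosome reconstitution. Medium: Hepes buffer, pH 7.5. Also added: cytochrome c activation, bis-DEVD rhodamine 110 substrate. Timing: 30 min compound preincubation, 50 min activation, room temperature. Measured by: rhodamine 110 fluorescence at Ex 480/Em 540 nm.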
CCR6 antag – CCR6 receptor antagonists, primary screen, cell-based, CHO-K1, luminescence, beta-arrestin, uHTS; C-C chemokine receptor type 6 (Homo sapiens), P51684; CHO-K1 CCR6 PathHunter beta-arrestin, CCL20-stimulated; inhibition, % at 20 µM; 340,000 tested, 0.49% active; AID 493098, 2011;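 active = compounds whose inhibition of the agonist-driven luminescence signal at 20 µM reaches about 50%, limit read from the data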;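 also: cells stimulated with CCL20 at 14 nM final; plate controls were DMSO with CCL20 for no effect and DMSO without agonist for full effect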
Gli-Sufu block – Gli-Sufu pathway antagonists, primary screen, luciferase luminescence, Sufu-KO-LIGHT cells, uHTS. Sufu-KO-LIGHT fibroblasts, Gli luciferase reporter luminescence. inhibition, % at 5 µM. 340,000 tested, 0.74% active. AID 588413, 2011;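 active = inhibition above about 55%, limit read from the data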;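 also: 0% = DMSO-treated cells and 100% = wells with medium but no cells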
UBC13 polyUb – UBC13 polyubiquitin chain formation inhibitors, primary screen, biochemical, TR-FRET, uHTS; AID 485273, 2010; Ubiquitin-conjugating enzyme E2 N (Homo sapiens), P61088; 330,000 tested, 0.47% active; inhibition, % at 20 µM; in the data active = inhibition above about 45%, passing the limit was not always enough
Numbers without * were called inactive; · = no result given. Rule as the data show it, unless noted: active = inhibition above about 50%; inactive = the rest. These rows are one share of the data (hit frequency here may not be typical).

SMILES	697 NFkB inh	Jurkat NFkB inh	SENP8 block	EBI2 antag	Apaf1 inhib	CCR6 antag	Gli-Sufu block	UBC13 polyUb
O=C1OCCN1c1c(-c2ccccc2)c(-c2cccs2)nc2c(-c3ccccc3)cccc12	1	10	-2	0	13	8	-1	5
COC(=O)c1cc2ccsc2n1Cc1nc(-c2ccc(OC)cc2)oc1C	-6	7	3	21	-4	18	6	4
O=C(OCCCN1CCCCC1)c1ccc(O)cc1	8	0	-5	-9	5	-8	7	3
CC1CCCC(NC(=O)COC(=O)CCSc2ccccc2)C1C (stereo not given)	8	4	-1	-6	-7	15	23	7
Cc1ccccc1NC(=O)NCC1CCCO1 (stereo not given)	6	8	-1	7	-7	-3	-3	1
CCN1C(=O)[C@H]2[C@@H](c3ccc(C)cc3)N3C(=O)N(c4ccc(C)cc4)C(=O)[C@@]3(Cc3ccccc3)[C@H]2C1=O	9	-9	2	1	19	5	-4	8
CC(C)CC(=O)N=C1SC2CS(=O)(=O)CC2N1CCc1ccccc1 (stereo not given)	10	-1	4	-4	7	24	2	8
CCc1ccccc1NC(=O)C1CCN(C(=O)c2ccc([N+](=O)[O-])cc2)CC1	1	10	-1	1	-10	-4	3	3
CC(C)Cn1c(N)c(C(=O)COC(=O)c2ccc3ccccc3n2)c(=O)n(C)c1=O	16	6	5	21	19	-6	13	5
CCN(C(=O)COc1ccc(C)cc1OC)c1cccc2ccccc12	10	11	11	-3	9	13	2	-2
CC1CN(C(=O)COC(=O)CSc2ccc(C(N)=O)cc2[N+](=O)[O-])CC(C)O1 (stereo not given)	17	-4	6	10	0	17	5	4
CCOC(=O)C(NCCc1ccccc1F)(NC(=O)CC)C(F)(F)F (stereo not given)	-1	11	1	-7	-1	7	14	8
Cc1ccc(NC(=O)C(C)Sc2n[nH]c(CNc3ccccc3)n2)cc1 (stereo not given)	22	4	-5	14	7	2	-6	3
COc1cc(/C=C/C(=O)NNC(=O)c2cccc(S(=O)(=O)N(C)C)c2)cc(OC)c1OC	21	14	-3	-3	7	6	-13	-1
Cc1ccc2c(N)c(C(=O)N(c3ccccc3)c3ccccc3)sc2n1	-13	-12	-6	3	19	11	11	-1
OCCN1CCN(c2ncnc3ccc(Br)cc23)CC1	-14	27	3	-5	6	-11	-6	3
CCCc1cc(=O)n2nc(N3CCC(C(=O)Nc4cccc(C(C)=O)c4)CC3)sc2n1	9	-10	0	-4	-5	21	-14	-2
CCOC(=O)N=Nc1c(O)n(CC(=O)OC)c2ccccc12	13	10	-2	4	-4	12	-15	3
O=S(=O)(c1ccc(Cl)cc1)N1CCC2(CC1)CO2	12	3	-2	-7	5	9	·	0
COc1ccc(NS(=O)(=O)c2ccc(O)c(C(=O)OCC(=O)NC(C)C3CC4CCC3C4)c2)cc1 (stereo not given)	10	3	1	7	10	7	-8	7
N#Cc1c2n(c3c(=O)n(Cc4ccccc4Cl)cnc13)CCCCC2	6	-10	-7	-3	19	7	-5	2
Cc1csc(SCC(=O)NC2CCCCC2)n1	10	-7	5	-5	-13	3	-3	0
Cc1cc(C)cc(Nc2cc(=O)n(C3CCCCC3)c(=O)[nH]2)c1	33	3	1	12	19	0	0	-4
COC(CNC(=O)C1CC(=O)N(CCc2ccccc2)C1)OC (stereo not given)	-10	0	0	-17	-2	13	0	-8
COc1ccccc1C(=O)NCCc1nc2ccccc2[nH]1	17	7	-1	8	-12	-15	22	5

Profiles, quoted from the list. Order of values: 697 NFkB inh | Jurkat NFkB inh | SENP8 block | EBI2 antag | Apaf1 inhib | CCR6 antag | Gli-Sufu block | UBC13 polyUb
`CC(C)CC(=O)N=C1SC2CS(=O)(=O)CC2N1CCc1ccccc1` (stereo not given) is listed with 10 | -1 | 4 | -4 | 7 | 24 | 2 | 8
`O=C1OCCN1c1c(-c2ccccc2)c(-c2cccs2)nc2c(-c3ccccc3)cccc12` is listed with 1 | 10 | -2 | 0 | 13 | 8 | -1 | 5
`CCOC(=O)C(NCCc1ccccc1F)(NC(=O)CC)C(F)(F)F` (stereo not given) is listed with -1 | 11 | 1 | -7 | -1 | 7 | 14 | 8
`O=S(=O)(c1ccc(Cl)cc1)N1CCC2(CC1)CO2` is listed with 12 | 3 | -2 | -7 | 5 | 9 | · | 0

The list goes on.
SMILES	697 NFkB inh	Jurkat NFkB inh	SENP8 block	EBI2 antag	Apaf1 inhib	CCR6 antag	Gli-Sufu block	UBC13 polyUb
CCCCCCC(=O)N(O)C1CC(=O)N(c2ccc(Cl)cc2)C1=O (stereo not given)	22	-8	-14	-7	16	-10	-30	-1
COc1ccccc1/C=C/C=N/NC(=O)Cc1cccn1C	-9	-7	-10	7	9	-6	-16	-18
O=C(Oc1ccccc1)c1ccc2nsnc2c1	-43	6	-46	4	6	10	-14	-2
O=C(COC(=O)/C=C/c1ccc(Cl)c(Cl)c1)NC1CC1	21	3	-1	-2	-3	2	3	16
C=CCn1c(SCC(=O)Nc2ccc(OC)cc2)nc2ccccc2c1=O	-64	-18	-2	-3	2	18	26	-8
COc1cc(NC(=O)CSc2ncnc3scc(-c4ccccc4)c23)c(C(=O)O)cc1OC	-3	5	-2	5	6	1	1	-1
CCCCOC(=O)CCn1[nH]c(=O)c2ccccc2c1=O	20	11	8	-9	1	-7	6	6
CC(=O)Nc1cccc(NC(C)=C(C#N)C#N)c1	-22	7	-2	-4	0	14	-6	1
O=C(COc1coc(CN2CCN(c3ccccc3)CC2)cc1=O)Nc1ccccc1F	-34	-20	8	0	2	11	-8	-5
COc1ccccc1C(=O)NC(=S)Nc1ccc2[nH]c(=O)[nH]c2c1	-8	-10	-3	3	3	3	14	9
NC(=O)C1CCN(C(=O)CC2C(=O)NCCN2Cc2cccc(Oc3ccccc3)c2)CC1 (stereo not given)	-2	-13	-3	-21	7	13	-1	2
Cc1ccccc1CN1CCC(n2nccc2NC(=O)c2cccnc2)CC1	3	0	1	5	1	14	14	-2
COc1ccc(/C=N\NS(=O)(=O)c2ccc(Cl)cc2)cc1COc1ccccc1[N+](=O)[O-]	24	-2	8	5	3	27	2	-6
Cc1nc(SCC(=O)O)c(C#N)c2c1CCCC2	12	3	-2	-2	9	0	-39	35
CCc1ccc(NCCC(=O)c2ccc(Cl)cc2)cc1	-10	-18	-8	-1	-5	11	0	-18
C=CCNC(=S)N/N=C/c1ccccc1OCCOc1ccccc1	-19	0	-10	3	2	17	3	-4
COc1ccc(S(=O)(=O)N2CCOCC2)c2ccccc12	-21	-14	-9	-6	11	17	-2	-3
O=C(COc1ccc(C(=S)N2CCOCC2)cc1Cl)Nc1ccccc1Cl	-15	-34	-3	4	-4	-1	-12	7
Cc1c(C(=O)NNC(=O)c2ccncc2)oc2ccc(Br)cc12	3	11	-5	-4	13	2	0	-1
OCC[n+]1ccc(/C=C/c2c[nH]c3ccccc23)cc1	-4	4	0	-13	-4	-1	10	-242
COc1ccc(N2CC(C(=O)N[C@@H](C)C(=O)N[C@H](CO)c3ccccc3)CC2=O)cc1 (stereo not given in full)	10	7	1	5	-7	8	4	1
O=C(c1cnc2n(c1=O)CCS2)N1CCN(c2ccc(Cl)c(Cl)c2)CC1	-23	4	5	-1	-4	9	16	-2
CCOC(=O)N1CCN(C(=O)COC(=O)C2CCN(S(=O)(=O)c3c(Cl)cccc3Cl)CC2)CC1	13	-6	-5	-2	5	7	-8	-2
CCOC(=O)Cn1c(=O)c(F)cn(Cc2ccc(OC)c([N+](=O)[O-])c2)c1=O	5	1	10	1	-9	-12	-8	1
Cc1ccc(N2CC(=O)Nc3c(oc4nc(-c5ccccc5)cc(C)c34)C2=O)cc1	18	25	3	4	-9	12	-5	1
Additional results follow.
SMILES	697 NFkB inh	Jurkat NFkB inh	SENP8 block	EBI2 antag	Apaf1 inhib	CCR6 antag	Gli-Sufu block	UBC13 polyUb
Cc1nc(-c2cccc(NS(=O)(=O)c3ccc4ccccc4c3)c2)cs1	14	19	-6	-5	-4	20	-5	-5
O=C1CC(c2ccccc2)Cc2nc(N3CCc4ccccc4C3)ncc21 (stereo not given)	12	7	-1	11	13	21	8	4
COc1cccc(Nc2ccc(C(=O)O)cc2N)c1	-38	-11	3	6	9	-1	14	4
Cc1nn(CC(=O)NC2CC2)c(C)c1S(=O)(=O)NC(C)(C)C	17	3	-1	-4	1	-4	4	-6
Fc1ccc(Nc2ncnc3sc4c(c23)CCC4)cc1F	11	7	-5	-8	18	13	-5	-2
O=S(=O)(Nc1nccs1)c1ccc(Br)cc1	-1	-8	-2	-1	6	-2	-7	-9
CC(C)Sc1nc2c(c(=O)[nH]c(=O)n2C)n1CC(O)COc1ccccc1 (stereo not given)	1	5	3	-1	2	37	-2	2
Cn1nnnc1SCC(=O)NCc1cccc(C(=O)O)c1	21	6	7	2	-3	-16	7	-3
Oc1ccc(C[C@H]2CNCCN2CCc2cccc(F)c2)cc1	18	9	5	3	0	14	-1	0
COc1cc(OC)cc(C(=O)OCC(=O)NC(C)CCc2ccccc2)c1 (stereo not given)	5	-13	-1	-1	18	17	·	5
O=C(CSc1nnnn1Cc1ccccc1)N1CCN(c2ccccc2)CC1	-6	-5	-4	-5	6	0	3	-5
Cc1ccc(OCC(=O)NCCNC(=O)c2ccco2)cc1	-15	-18	-6	-1	1	14	15	-2
O=C(Nc1ccccc1Cl)O/N=C(/c1ccccc1)c1ccccn1	-48	-6	6	-4	9	-1	-12	-20
COCCCn1c(=O)/c(=C\c2ccc(OC(F)F)c(OC)c2)s/c1=C(/C#N)C(=O)NCCOC	12	-8	-4	-2	2	7	-1	12
NC(=O)[C@@H]1CCCN1Cc1nc(-c2ccc(C(F)(F)F)cc2)no1	4	0	10	-8	-9	4	-4	3
O=C(CN1C(=O)C2C3C=CC(C3)C2C1=O)OCC(=O)c1ccc(Cl)cc1 (stereo not given)	-17	1	-4	4	0	13	-7	0
CC1c2cc3c(cc2CCN1CC(=O)Nc1ccc(S(=O)(=O)N2CCCC2)cc1)OCCCO3 (stereo not given)	-16	8	-7	-6	13	9	49	4
Cn1c(=O)c(=O)n(C)c2cc(S(=O)(=O)N3CCOc4ccccc43)ccc21	-2	3	4	2	5	1	5	1
Cc1ccc(S(=O)(=O)N2CCCN(S(=O)(=O)c3ccc(C(F)(F)F)cc3)CC2)cc1	-9	-2	-2	5	7	-1	-2	-14
COc1ccc(-c2nc(CN3CCCC(C(=O)NC4CCCC4)C3)c(C)o2)cc1 (stereo not given)	-19	3	3	3	3	6	9	7
O=c1cc(-c2cccnc2)oc2c1ccc1ccccc12	-38	10	-12	5	13	-10	-12	6
COC(=O)c1ccc2ncccc2c1	-31	-13	0	-7	9	2	-18	0
Cc1nn(CC(=O)N(C)Cc2ccc(F)cc2)c(C)c1[N+](=O)[O-]	5	1	1	-3	-2	17	1	2
C/C(Cn1nnc([N+](=O)[O-])n1)=N\NC(=O)c1ccccc1	21	7	7	-9	-2	-9	-11	-3
CC1(C)NC(=O)N(CC(=O)OCC(=O)Nc2cccc(F)c2)C1=O	0	-9	-4	-12	-2	-1	-1	4
CCN(CC)c1ccc(N2C(=NC(=O)C3CCCO3)SC3CS(=O)(=O)CC32)cc1 (stereo not given)	9	-16	-3	-2	-9	5	-10	9
